Compound activity (PubChem BioAssay)
hIAP block – blocks human intestinal alkaline phosphatase; actives 0.12% (n = 330,000); inhibition, % at 10 µM; purified IAP, CDP-Star luminescence, 30 min; P09923;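 active means inhibition reaching a set limit with compound at 10 µM in the primary screen, cut at about 35% in these data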;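 further: plate controls were DMSO wells with enzyme for no effect and no-enzyme buffer wells for full effect; values of inactives mirror those of a sister screen read the other way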
Target sequence (P09923 whole entry, looked up): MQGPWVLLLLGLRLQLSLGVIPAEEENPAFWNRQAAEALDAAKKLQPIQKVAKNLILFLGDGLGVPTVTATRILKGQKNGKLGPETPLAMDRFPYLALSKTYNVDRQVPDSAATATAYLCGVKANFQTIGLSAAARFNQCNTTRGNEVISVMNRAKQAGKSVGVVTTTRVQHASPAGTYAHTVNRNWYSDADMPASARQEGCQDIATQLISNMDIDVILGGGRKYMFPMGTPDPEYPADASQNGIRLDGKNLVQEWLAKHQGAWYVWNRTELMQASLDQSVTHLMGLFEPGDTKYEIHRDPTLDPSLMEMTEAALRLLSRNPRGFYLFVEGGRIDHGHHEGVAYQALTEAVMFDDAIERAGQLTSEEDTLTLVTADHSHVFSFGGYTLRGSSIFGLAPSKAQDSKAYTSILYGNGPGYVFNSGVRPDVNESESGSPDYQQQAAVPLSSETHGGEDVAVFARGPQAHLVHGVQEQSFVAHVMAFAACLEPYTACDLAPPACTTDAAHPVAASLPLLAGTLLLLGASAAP
mIAP inh – mouse IAP inhibition; actives 0.2% (n = 330,000); purified mouse IAP, CDP-Star luminescence, 30 min; AID 2806; inhibition, % at 10 µM;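 active means inhibition of at least 40% at 10 µM in the primary screen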;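 further: plate controls were DMSO with enzyme for no effect and no enzyme wells for full effect; values of inactives mirror those of a sister screen read the other way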
ATG4B inh – blocks human ATG4B protease cleavage of LC3 substrate | inhibition, % at 8.33 µM | ATG4B cleavage of LC3-PLA2, NBD-HPC fluorescence, 1 h | Q9Y4P1 | AID 504462 | actives 0.51% (n = 340,000); in the data active means inhibition above about 40%
Target sequence (Q9Y4P1 whole entry, looked up): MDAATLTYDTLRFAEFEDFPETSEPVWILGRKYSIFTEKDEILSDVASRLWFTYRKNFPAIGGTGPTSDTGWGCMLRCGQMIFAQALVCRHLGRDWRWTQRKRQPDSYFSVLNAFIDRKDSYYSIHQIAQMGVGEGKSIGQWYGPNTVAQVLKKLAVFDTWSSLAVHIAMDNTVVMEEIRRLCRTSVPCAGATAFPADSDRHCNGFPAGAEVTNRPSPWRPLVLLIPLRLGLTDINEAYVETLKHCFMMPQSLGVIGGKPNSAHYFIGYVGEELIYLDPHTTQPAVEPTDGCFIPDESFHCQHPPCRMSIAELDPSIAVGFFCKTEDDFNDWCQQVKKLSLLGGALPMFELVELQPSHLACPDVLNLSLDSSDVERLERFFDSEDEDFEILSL
HKDC1 inhibitor – inhibitors of human hexokinase HKDC1. recombinant HKDC1, G6PDH/diaphorase resazurin coupled fluorescence. actives 0.16% (n = 340,000). Q2TB90. inhibition, % at 20 µM;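 active means inhibition above about 35% when tested at 20 µM, limit read from the data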;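 further: plate controls were DMSO wells with enzyme for no effect and DMSO wells lacking enzyme for full effect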
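Assay system – recombinant HKDC1 (HK5) hexokinase enzyme, produced in-house · Input – HKDC1 at 5 µg/mL · Reagent – glucose plus 1 mM ATP as hexokinase substrates · Timing – 90 min reaction incubation at room temperature, dark · Measured by – G6PDH/diaphorase-coupled fluorescence, 1 mM NADP, 100 µM resazurin, 525/613 nm · Benchmarks – DMSO-enzyme wells negative, buffer-substituted wells positive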
APOBEC3A inh – inhibitors of human APOBEC3A DNA deaminase. inhibition, % at 20 µM. recombinant A3A, FAM/TAMRA ssDNA deamination fluorescence. actives 0.41% (n = 330,000). P31941. AID 493011;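 active means at least 40% inhibition at 20 µM here, with at most 30% in a related deaminase screen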;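 further: plate controls were A3A with DMSO for no effect and wells lacking A3A enzyme for full effect; some results filed as inactive read as strong as hits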
mIAP activ – mouse IAP activation; actives 0.24% (n = 330,000); activation factor at 10 µM; muIAP, CDP-Star luminescence, 30 min; stronger effect = higher value; 1 = vehicle-only enzyme signal, 0 = enzyme-free wells;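 active means activation factor of at least 2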; further: the source names both 10 and 20 µM as test concentration; values of inactives mirror those of a sister screen read the other way
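also added = chemiluminescent substrate CDP-Star | test system = mouse IAP enzyme | signal = chemiluminescence readout | compound = DMSO-dissolved test compounds | incubation = 30 min at room temperature | benchmarks = DMSO wells, no-enzyme wells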
hIAP activ – human IAP activation | purified human IAP, CDP-Star luminescence, 30 min; stronger effect = higher value; 1 = vehicle-only enzyme, 0 = enzyme-free background | P09923 | activation factor at 10 µM | actives 0.16% (n = 330,000);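 active means activation factor of the enzyme at least 2-fold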; further: the source names both 10 and 20 µM as test concentration; values of inactives mirror those of a sister screen read the other way
PfG6PD inh – PfG6PD (Plasmodium falciparum) enzyme inhibition; inhibition, % at 20 µM; PfGluPho enzyme, NADPH resazurin-diaphorase fluorescence; AID 504690; actives 0.78% (n = 350,000);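 active means inhibition reaching at least a set limit at 20 µM in the primary screen, cut at about 59% in these data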;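 further: 0% = DMSO wells with substrate and 100% = DMSO wells lacking glucose-6-phosphate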
Active calls of the source: *; . = no result given; & = joins results of further samples.

#	compound	HKDC1 inhibitor	mIAP activ	PfG6PD inh	APOBEC3A inh	mIAP inh	hIAP block	ATG4B inh	hIAP activ
1	CCOc1ccccc1NC(=O)c1cc(SC)ccc1Cl	2	0.93	-11	0	7	4	3	0.96
2	CN(Cc1ccccc1)C1=CC(=[N+]2CCCC2)CC(C)(C)C1	-3	0.98	0	57*	2	-9	30	1.1
3	Cc1ccc(Cl)cc1Nc1nc(-c2sc(NC(=O)c3cccc(Cl)c3)nc2C)cs1	.	0.75	.	2	25	7	.	0.93
4	COc1ccc(NC(=O)CSc2nnc(Cc3ccccc3)c(=O)n2N)cc1OC	-2	0.91	1	1	9	-4	-4	1
5	COc1cc2c(cc1OC)CN(C(=O)CN1CCN(S(=O)(=O)c3ccccc3)CC1)CC2	-3	1.1	5	0	-6	-16	-7	1.2
6	Cc1cccc(-c2noc(CCc3ccccc3)n2)c1	1	0.86	21	-1	14	2	-1	0.98
7	COc1cc(/C=C2\Oc3ccc(C#Cc4ccc(O)cc4)cc3C2=O)cc(OC)c1	0	0.88	4	-2	12	-6	10	1.1
8	COc1ccccc1C(=O)NCC(=O)NCCCN1CCOCC1	-5	1.1	-4	-2	-7	4	-8	0.96
9	O=C(c1ccc(Br)cc1)N(Cc1ccco1)C1CCS(=O)(=O)C1 (configuration not stated)	-2	0.99	-5	-4	1	8	7	0.92
10	COc1cc(C(=O)N2CCN(C(=O)C3CC3)CC2)cc(OC)c1OC	0	1	-10	-1	-2	-7	1	1.1
11	O=C(CCNC(=O)c1ccc(Cl)cc1)NN1C(=O)NC2(CCCCC2)C1=O	-5	1	0	0	-5	1	-58	0.99
12	[O-][n+]1onc2c1C(N1CCOCC1)CCC2N1CCOCC1 (configuration not stated)	-4	1.2	-1	-2	-17	-12	-3	1.1
13	O=C(c1cccs1)N1CCN(Cc2ccccc2[N+](=O)[O-])CC1	-8	1.1	-6	6	-5	-1	-5	1
14	O=C1C=C(c2ccc(F)cc2OCc2ccccc2)C[C@@H](c2ccc(Cl)cc2)C1	-2	0.93	13	-4	7	24	0	0.76
15	COc1cc(NC(=O)c2cc(-c3cccc(O)c3)on2)cc(OC)c1OC	0	0.96	4	-1	4	-4	-2	1
16	CC1(C)CC(NC(=O)c2ccccc2)CC(C)(C)N1	-6	1	8	-5	0	-12	-4	1.1
17	Cc1cc(C)n2nc(SCc3ccc(C#N)cc3)nc2n1	-1	1	3	-5	-1	16	0	0.84
18	COc1ccc(/C=N\NC(=O)c2ccccc2Br)cc1COc1ccccc1	6	0.99	-2	-3	1	-3	2	1
19	Cc1nnc(NC(=O)CSc2nnc(Cc3cccn3C)n2CCc2ccccc2)s1	5	1	-34	-6	-4	-1	9	1
20	O=C(N/N=C/c1c(O)ccc2ccccc12)c1cccnc1	-26	0.92	-24	-1	8	-64	-15	1.6
21	CCc1ccc2[nH]c3nc(SCCN4CCOCC4)nnc3c2c1	5	0.91	37	3	9	-42	1	1.4
22	COc1cc2nc(CN(C)Cc3ccc(Cl)cc3)[nH]c(=O)c2cc1OC	-12	0.97	16	1	3	-13	-12	1.1
23	COCc1cc(C)nc(SCc2ccc(F)cc2)c1C#N	3	0.99	10	-1	1	32	-5	0.68
24	CCOc1ccc(C2CC(=O)NC3=C2C(=O)CCC3)cc1Cl (configuration not stated)	-4	1	-15	0	-3	-27	1	1.3

Compounds above containing two or more sulfur atoms (2):
#	compound	HKDC1 inhibitor	mIAP activ	PfG6PD inh	APOBEC3A inh	mIAP inh	hIAP block	ATG4B inh	hIAP activ
3	Cc1ccc(Cl)cc1Nc1nc(-c2sc(NC(=O)c3cccc(Cl)c3)nc2C)cs1	.	0.75	.	2	25	7	.	0.93
19	Cc1nnc(NC(=O)CSc2nnc(Cc3cccn3C)n2CCc2ccccc2)s1	5	1	-34	-6	-4	-1	9	1

Other records:
#	compound	HKDC1 inhibitor	mIAP activ	PfG6PD inh	APOBEC3A inh	mIAP inh	hIAP block	ATG4B inh	hIAP activ
25	Cc1ccc(C(=O)NCC(=O)NCC(c2cccs2)N(C)C)cc1C (configuration not stated)	4	1.1	-8	1	-8	-14	-4	1.1
26	COc1cc(C(=O)N=c2sccn2C)c([N+](=O)[O-])cc1OC	-2	0.98	8	53*	2	-5	-3	1.1
27	O=C(Nc1nc2ccccc2[nH]1)c1cccc(Br)c1	-8	0.77	-6	-4	23	-16	-4	1.2
28	CC(C)NC(=O)CSCc1c(Cl)cccc1Cl	0	1.1	19	-3	-6	0	-12	1
29	Cc1ccc(CNC(=O)Nc2ccccc2)cc1	8	1.3	3	1	-28	0	5	1
30	COc1cccc(-c2cc(=O)c3cc(NC(C)=O)ccc3[nH]2)c1	1	1.1	10	-2	-6	5	-6	0.95
31	COc1cc(OC)cc(-c2c(-c3cccs3)c3cc(-c4ccc(OC)c(F)c4)ccc3n2C)c1	0	0.81	8	-4	19	5	3	0.95
32	S=C(NCCCN1CCOCC1)N(Cc1ccccc1)Cc1ccccc1	-2	1.1	-3	-3	-11	-7	2	1.1
33	O=C(NC1CCCC1)C1CCN(S(=O)(=O)N2CCCCC2)CC1	-6	0.94	0	-3	6	21	-6	0.79
34	C[C@]12c3[nH]c4ccccc4c3CCN1C(=O)C(CC(=O)NCCN1CCOCC1)C[C@@H]2C(=O)N1CCOCC1 (some centres not stated)	-9	0.87	-6	-2	13	-1	3	1
35	COc1ccccc1NC(=O)CSc1nnc(CNC(=O)c2ccccc2F)o1	-3	0.95	5	-5	5	8	3	0.92
36	CCCCn1c(SCc2nc(N)nc(N3CCCCC3)n2)nc2c1c(=O)n(C)c(=O)n2C	-10	1.1	-8	0	-7	-28	1	1.3
37	Nc1ccc(C(=O)N/N=C/c2cn(Cc3ccccc3F)c3ccccc23)cc1	8	1.2	1	-3	-23	-25	-12	1.3
38	CC(=O)Nc1nnc(S(N)(=O)=O)s1	1	1	-6	1	-1	-5	-6	1.1
39	CC1CCC(NC(=O)CCNC(=O)c2ccc(Br)cc2)CC1 (configuration not stated)	-5	1.1	-14	-5	-8	-4	-3	1
40	C=CCCN(C1CCCC1)S(=O)(=O)c1ccccc1Br	2	1	-28	4	-1	11	-1	0.89
41	COc1ccccc1N(C)S(=O)(=O)c1ccc(C(=O)Nc2nc(C)cs2)cc1	2	1.1	5	-3	-6	-10	-19	1.1
42	CC(=O)N1CCc2cc(S(=O)(=O)NCCC3=CCCCC3)ccc21	-1	1	-4	-2	0	-52	-3	1.5
43	Cc1ccc(OCC(=O)NNC(=O)C2CCC2)cc1C	2	0.89	-14	-2	11	-31	7	1.3
44	CCCCn1nnnc1SCC(=O)Nc1ccc(F)cc1	1	1	-7	-2	-2	0	-8	1
45	COc1ccccc1CNC(=O)COC(=O)c1ccc(NC(N)=O)cc1	-2	1.2	2	6	-21	-16	-6	1.2
46	CCOC(=O)CN1C(=O)C(O)(CC(=O)c2cccc(OC)c2)c2ccccc21 (configuration not stated)	-1	0.99	-2	-3	1	8	-15	0.92
47	Cc1cccc(C)c1NC(=O)Nc1ccccc1-n1ccnc1	4	0.97	-1	-5	3	4	-10	0.96
48	O=C(O)c1ccccc1-c1ccccc1C(=O)Nc1cccc(O)c1	13	0.93	-24	-2	7	-11	3	1.1
49	O=C(NC(c1ccccc1)c1ccccc1)c1ccc(S(=O)(=O)C(F)F)cc1	-3	0.97	12	1	3	-7	-11	1.1
50	O=C(CN1C(=O)c2ccccc2S1(=O)=O)Nc1ccon1	-2	0.89	-13	-2	11	-33	-1	1.3
51	O=c1c2ccccc2c2ccccc2c(=O)n1Cc1cccnc1	-7	1.1	-8	4	-12	14	-3	0.86
52	Clc1ccccc1-c1ncc(-c2ccccc2)o1	-4	0.89	10	-3	12	16	2	0.84
53	CCn1cc(/C=N/O)c(C)n1	1	1	7	-1	-2	-16	-5	1.2
54	COC(CCN(C)C)(c1ccccc1)c1ccccc1	0	1.1	-4	-5	-15	-3	6	1
55	C[C@H]1CN([C@@H](C)CO)C(=O)c2cc(NC(=O)C3CCCCC3)ccc2O[C@H]1CN(C)CC1CCCCC1	-2	1.1	-9	-1	-5	0	-5	1
56	Cc1nnc(SCC(=O)N2c3ccccc3C(C)(c3ccc(Cl)cc3)CC2(C)C)s1 (configuration not stated)	-7	0.94	10	-1	6	-5	-9	1
57	Cc1nc(C(=O)NCc2ccccc2)sc1C1(C)CC(c2ccccc2)=NO1 (configuration not stated)	3	1	5	-3	-1	-6	3	1.1
58	N#CC[n+]1cc(-c2ccc(Cl)cc2)n2c1CCC2	-6	0.99	1	3	1	0	4	1
59	Cc1cc(N2CCC(C)CC2)nc(-c2ccccc2O)n1	5	1.1	-8	1	-8	-7	-6	1.1
60	CCOC(=O)N1CCN(C(=O)COc2ccc3c(c2)C(=O)CC2(CCN(C(C)=O)CC2)O3)CC1	4	1	-1	-3	-2	-9	4	1.1
61	Cc1c(Cc2ccccc2)c(=O)oc2c(C)c(OC(C)C(=O)NCC3CCC(C(=O)O)CC3)ccc12 (configuration not stated)	-2	1.1	-15	2	-8	-8	-11	1.1
62	CC1CCCN(C(=O)CCNS(=O)(=O)c2ccc3c(c2)c(=O)n(C)c(=O)n3C)C1 (configuration not stated)	-4	1.1	-11	-8	-11	-12	3	1.1
63	COC(=O)c1ccc(Oc2nc(Nc3ccccc3)nc(N(C)C)n2)cc1	-1	0.98	7	3	2	-3	3	1
64	CCCc1cc(Nc2c(C)n(C)n(-c3ccccc3)c2=O)n2c(nc3ccccc32)c1C#N	23	0.84	21	-5	16	10	-5	0.9
65	Cc1ccc(S(=O)(=O)N2CCN(C)CC2)cc1	-1	0.99	-1	-4	1	9	-2	0.91
66	CCOc1cc2[nH]c(=S)n(Cc3ccc(C(=O)NCCOC)cc3)c(=O)c2cc1OCC	-2	0.99	21	-1	1	0	-5	1
67	Cc1cc(CNC(=O)Cc2ccc(F)cc2)c2ccccc2n1	-3	0.86	-4	1	14	1	6	0.99
68	COc1ccc(CCNC(=O)CCNS(=O)(=O)c2ccc3c(c2)CCN3C(C)=O)cc1OC	0	1	-6	-1	-2	11	-6	0.89
69	CC(=O)OCC1(C)CN(c2ccccc2)NC1=O (configuration not stated)	11	0.94	97*	2	6	9	-4	0.91
70	CCCCC(=O)Nc1ccc(NC(=S)NC(=O)c2ccco2)cc1OC	0	0.9	9	-3	10	-2	-7	1
71	O=C(N/N=C/c1ccccn1)c1cccs1	-8	0.94	0	0	6	-20	-3	1.2
72	CC(C)(C)n1nc(-c2ccc(Cl)cc2)c2c(N)ncnc21	-3	1	-10	-3	-3	-18	-5	1.2
73	CNC(=O)Oc1ccc2c(c1)[C@]1(C)CCN(C)[C@@H]1N2C	4&3	1&0.97	17&23	-2&1	-4&3	6&9	0&5	0.94&0.91
74	Cc1ccc(CONC(=O)c2ccccc2)cc1	-2	1	-4	0	-4	-25	5	1.2
75	O=C(CN1C(=O)COc2ccccc21)NCCN1CCOCC1	-8	1	0	-2	0	5	4	0.95
76	Cc1ccccc1NC(=O)C1CCCN(C(=O)Nc2ccc(F)cc2)C1 (configuration not stated)	1	0.99	10	0	1	-13	-9	1.1
77	COc1cc(C(=S)N2CCCC2)cc(OC)c1O	-7	0.97	14	-1	3	24	5	0.76
78	CC(=O)Cc1nsc(NC(=O)c2csc3c2CCCC3)n1	3	1.1	8	-6	-11	-25	-5	1.2
79	N#CCC(=O)Nc1ccc(C(=O)OCC(=O)N2CCCC2=O)cc1	-1	1	-12	3	-3	-13	5	1.1
